14-3-3g Raf: modulators of 14-3-3 gamma protein binding, primary screen, biochemical, fluorescence polarization; AID 422, 2006; inhibition, % at 40 µM; 160,000 compounds, 0.19% hits; FP, 14-3-3gamma / TMR-pS259-Raf peptide binding; in the data active = inhibition above about 30%;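 note: 0% = protein plus tracer without compound and 100% = blank with tracer alone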
Target sequence (P61981 whole entry, looked up): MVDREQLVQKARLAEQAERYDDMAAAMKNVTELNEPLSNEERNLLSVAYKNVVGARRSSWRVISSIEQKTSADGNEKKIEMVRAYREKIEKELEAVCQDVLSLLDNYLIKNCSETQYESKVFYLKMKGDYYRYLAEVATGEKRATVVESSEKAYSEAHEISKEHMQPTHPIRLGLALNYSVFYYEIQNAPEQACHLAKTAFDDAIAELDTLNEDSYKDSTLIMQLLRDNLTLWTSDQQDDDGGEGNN
Starred values were filed as active, the others as inactive; & = joins results of further samples. Only part of the results is shown; the hit share may differ from the screen's.

Preview, six compounds:
SMILES	14-3-3g Raf
CCc1ccccc1NC(=O)C1CCCN(S(=O)(=O)c2cccc3nsnc23)C1 (centres undefined)	-5
Cc1cc(Nc2ccccc2)n(-c2nc3ccccc3[nH]2)n1	0
Cc1ccc(Nc2c(-c3c[nH]c4ccccc34)nc3ccccn23)cc1	1
COC(=O)c1nc2n(n1)C(c1cc(OC)c(OC)c(OC)c1)C=C(c1cccs1)N2 (centres undefined)	-7
Cc1ccc(C(=O)OC2CCOC2=O)cc1NC(=O)c1ccco1 (centres undefined)	-8
CCCCSc1nc2c(cnn2-c2ccc(F)cc2)c(=O)[nH]1	3&-4

All compounds of this part, repeating the preview:
SMILES	14-3-3g Raf
CCc1ccccc1NC(=O)C1CCCN(S(=O)(=O)c2cccc3nsnc23)C1 (centres undefined)	-5
Cc1cc(Nc2ccccc2)n(-c2nc3ccccc3[nH]2)n1	0
Cc1ccc(Nc2c(-c3c[nH]c4ccccc34)nc3ccccn23)cc1	1
COC(=O)c1nc2n(n1)C(c1cc(OC)c(OC)c(OC)c1)C=C(c1cccs1)N2 (centres undefined)	-7
Cc1ccc(C(=O)OC2CCOC2=O)cc1NC(=O)c1ccco1 (centres undefined)	-8
CCCCSc1nc2c(cnn2-c2ccc(F)cc2)c(=O)[nH]1	3&-4
OC[C@H]1O[C@@H](n2cnc3c(Nc4ccccc4)ncnc32)C(O)[C@H]1O (some centres undefined)	4
O=c1cc(-c2cccc([N+](=O)[O-])c2)oc2ccc(Cl)cc12	-6
CCN1C(=O)C2(C(C#N)=C(N)Oc3c2c(C)nn3-c2ccccc2)c2ccccc21 (centres undefined)	0
CN(C(=O)c1cc(N)cc(N)c1)C1CC(C)(C)N(C)C(C)(C)C1	-10
CCCN(CCC)S(=O)(=O)c1ccc(C(=O)Nc2nc3c(cc4c5c(cccc53)CC4)s2)cc1	-68
CC1CCN(C(=O)c2ccccc2NC(=O)c2cccc(S(=O)(=O)N3CCOCC3)c2)CC1	-11
O=C(Nc1c2c(nn1-c1ccc(Cl)cc1)CS(=O)(=O)C2)c1cc2ccccc2oc1=O	-1
CC(NC(=O)COC(=O)CN1C(=O)C(=O)c2ccccc21)c1ccccc1 (centres undefined)	5
COC(=O)c1ccc(Cn2cnc3c(cnn3-c3ccc(F)cc3)c2=O)o1	-1
N#Cc1ccccc1NC(=O)CSc1nc2c(cc1C#N)CCC2	-12
Nc1ccc2ncccc2c1	-17
O=C(O)CCC(=O)N1CCc2cc(S(=O)(=O)N3CCCCC3)ccc21	1
COc1ccc(OCC(=O)N2CCN(C(=O)c3cccs3)CC2)cc1	2&0
N#Cc1ccc(Cn2c(=O)c(C#N)c3n(c2=O)CCC3)cc1	-12
CC(=O)c1ccc(N2CCN(C(=O)Cn3c(=O)[nH]c4ccsc4c3=O)CC2)cc1	-9
CC(=O)Nc1ccc(S(=O)(=O)NCCSc2nc3ccccc3s2)cc1	-8
Cc1ccc(-c2nn(CC(=O)Nc3ccccc3O)c(=O)c3ccccc23)cc1	-2
Nc1nc2ccc(Cc3ccc4nc(N)sc4c3)cc2s1	-12
Cc1c(C(=O)OC(C)C)[nH]c2c1C(=O)CC(C)(C)C2	-4

Entries above that contain an NH in an aromatic ring, in the order listed:
SMILES	14-3-3g Raf
Cc1cc(Nc2ccccc2)n(-c2nc3ccccc3[nH]2)n1	0
Cc1ccc(Nc2c(-c3c[nH]c4ccccc34)nc3ccccn23)cc1	1
CCCCSc1nc2c(cnn2-c2ccc(F)cc2)c(=O)[nH]1	3&-4
CC(=O)c1ccc(N2CCN(C(=O)Cn3c(=O)[nH]c4ccsc4c3=O)CC2)cc1	-9
Cc1c(C(=O)OC(C)C)[nH]c2c1C(=O)CC(C)(C)C2	-4

Next section
SMILES	14-3-3g Raf
Cc1cccc(NC(=O)c2sc3[nH]c(=O)c(C(=O)O)cc3c2N)c1	-14
COc1cc(Br)c(C2C(C(=O)OC3CCCC3)=C(C)NC3=C2C(=O)CCC3)cc1OC (centres undefined)	0
COc1ccc(C(=O)NCCc2nc3ccccc3n2Cc2ccccc2F)cc1OC	3
O=C(Nc1ccc(F)cc1)c1ccc(S(=O)(=O)NCC2CCCO2)cc1 (centres undefined)	-1
O=c1c2ccccc2[nH]c(=S)n1CCc1ccccc1	2
CCSc1nnc(NS(=O)(=O)c2ccc(Br)cc2)s1	-9
O=C(Cn1nnc(-c2ccc(CN3CCOCC3)cc2)n1)NC1CCCCC1	-7
COc1ccc(CCNC(=O)CN(C2CCCCC2)S(C)(=O)=O)cc1	1
CCCOc1ccc(C(=O)N2CCCC2)cc1OC	-4
COc1ccc(N(C)S(=O)(=O)c2c(C)[nH]c(=O)[nH]c2=O)c(OC)c1	-5
CCC(C)c1ccc(NC(=O)C2CC2)cc1 (centres undefined)	-5
O=C(Nc1ccccc1F)c1ccc(N2CC3CC(C2)c2cccc(=O)n2C3)c(NC(=O)c2cccs2)c1 (centres undefined)	0
CCc1ccc(NC(=O)CS(=O)CC(=O)Nc2ccc(F)cc2F)cc1 (centres undefined)	0
O=C(Nc1ccc(OCc2ccccc2)cc1)C1c2ccccc2Oc2ccccc21	-11
CCCNC(=O)Cn1cnc2sc(C(=O)N3CCCC(C(=O)OCC)C3)c(C)c2c1=O (centres undefined)	1
CCCCNC(=O)CC1N=C2c3ccccc3N=C(SCC(=O)Nc3cc(Cl)ccc3OC)N2C1=O (centres undefined)	-17
CCN(C(=O)CSc1nc2[nH]ncc2c(=O)n1-c1ccc(Br)cc1)c1cccc(C)c1	-2
Cc1ccc(NC(=O)CSc2nc3nc(C)cc(C)n3n2)cc1	-6
Brc1ccc(-c2nn3c(Cc4ccccc4)nnc3s2)o1	-4
CC12C=CC3(CN(CCCN4CCOCC4)C(=O)C3C1C(=O)O)O2 (centres undefined)	1
CCN(C(=O)CSc1ncnc2c1sc1ccccc12)c1cccc(C)c1	0
O=C(CSc1nc2c(sc3ccccc32)c(=O)n1CCc1c[nH]c2ccccc12)NCC1CCCO1 (centres undefined)	6
CCOc1cc2c(cc1OCC)C1C(C(=O)N(CC)CC)c3ccccc3C(=O)N1CC2 (centres undefined)	5
COc1ccc(C2/C(=C(\O)c3ccc(C)cc3)C(=O)C(=O)N2c2ncc(S(=O)(=O)c3ccc([N+](=O)[O-])cc3)s2)cc1O (centres undefined)	-16
COc1ccc(C(=O)C(=O)c2ccc(OC)cc2)cc1	-95
(listing goes on)
SMILES	14-3-3g Raf
COCCNC(=O)C(NC(=O)C1CCC(C)CC1)C(C)C (centres undefined)	-9
CCOC(=O)c1cnc2ccc(C(=O)OC)cc2c1Nc1ccc(C(C)=O)cc1	4
COc1ccc2cc3cc(C(=O)Nc4cc(OC)c(OC)c(OC)c4)oc3nc2c1	0
O=[N+]([O-])c1sc2ccccc2c1-[n+]1ccccc1	-72
COc1ccc(C(=O)Nc2ccc(NC(=O)c3ccco3)c(OC)c2)cc1Cl	-6
CCCCn1c(SCC(=O)NC2CCCCC2)nc2c(sc3ccccc32)c1=O	-13
COC(=O)Nc1ccc2c(c1)N(C(=O)CCN1CCN3CCCC3C1)c1ccccc1S2 (centres undefined)	-4
CCC(=O)N1CCc2cc(Br)cc(S(=O)(=O)NCc3ccc(Cl)cc3)c21	-10
COCC(C)NC(=O)c1ccc(Cl)c(Cl)c1 (centres undefined)	1
CCn1c2ccccc2c2cc(N3C(=O)C4C5C=CC(C5)C4C3=O)ccc21 (centres undefined)	-30
Cc1ccc(S(=O)(=O)NCCNC(=O)CN2CCCC2)cc1	-9&-1
CSc1sc(C)cc1C1C(C#N)=C(N)N(c2cccnc2)C2=C1C(=O)CCC2 (centres undefined)	-6
Cc1ccc(C2C3CN(C(C)C)CC=C3C(C#N)=C(N)C2(C#N)C#N)cc1 (centres undefined)	36*
Cn1cc(CC(=O)NC2CCCC2)c2ccccc21	5
COc1ccc2c(c1)OC(O)(C(F)F)CC2=O (centres undefined)	1
Cc1ccc(-n2nnc3c(=O)n(CC(=O)NCc4ccco4)cnc32)cc1	0
O=C(CC12CC3CC(C1)CC(CC(=O)NC1=NCCS1)(C3)C2)NC1=NCCS1	-10
Nc1cc(OC(=O)c2cccc(F)c2)nn1S(=O)(=O)c1ccccc1	-5
OC(COCC1COc2ccccc2O1)CN1CCN(c2ccccn2)CC1 (centres undefined)	-7
CCOC(=O)C1=C(N)n2c(s/c(=C\c3cccnc3)c2=O)=C(C(=O)OC)C1c1cccnc1 (centres undefined)	-2
Cc1cc(=O)oc2c1c(C)nn2-c1ccc(C(=O)OC(C)C)cc1	-9
O=C(NCCc1ccc(Cl)cc1)C1CCN(S(=O)(=O)N2CCCC2)CC1	0
Cc1ccc(-c2noc(CCC(=O)N(C)c3cc(C)ccc3C)n2)cc1	4
COc1cc2c(=O)n(Cc3ccccc3Cl)c(=O)n(CC(=O)N3CC(C)CC(C)C3)c2cc1OC (centres undefined)	-1
O=C(NCc1ccccn1)c1ccc(CS(=O)c2ccccc2)o1 (centres undefined)	1

Retrieved by structure from the list above (2):
SMILES	14-3-3g Raf
CC12C=CC3(CN(CCCN4CCOCC4)C(=O)C3C1C(=O)O)O2 (centres undefined)	1
Cn1cc(CC(=O)NC2CCCC2)c2ccccc21	5

Following part
SMILES	14-3-3g Raf
CC(OC(=O)c1ccc2ccccc2n1)C(=O)Nc1ccc(N2CCOCC2)cc1 (centres undefined)	-6
Cc1cc(C)nc(SCC(=O)Nc2ncc([N+](=O)[O-])s2)n1	-16
CCOC(=O)N1CCC(NC(=O)c2cc(C(=O)Nc3ccc(OC)c(OC)c3)ccc2CO)CC1	7
CC(=O)Nc1cc(C(=O)NCc2ccc3c(c2)OCO3)ccc1Sc1ccc(C)cc1	-6
O=C(Nc1ccccc1C(F)(F)F)N1CCN(c2ccc3nnc(-c4ccc(F)cc4)n3n2)CC1	2
CC1(C)CC(=O)C2=C(C1)Nc1ccc3ccccc3c1C2c1ccc(Br)o1 (centres undefined)	-5
CC(=O)C1CC2CC(C)(C)C1CC2=O (centres undefined)	-1
Cc1ccc(C2C3=C(CCCC3=O)Nc3nc(SCC(=O)NCc4ccco4)[nH]c(=O)c32)cc1 (centres undefined)	-8&-11
COc1ccc(NC(=O)c2c(NC(=O)C(C)(C)C)sc3c2CCCCC3)cc1	-9
O=C(Nc1ccccc1C(=O)N1CCOCC1)C1CCC(=O)N1C1CCCC1 (centres undefined)	0
Cc1ccc(NC(=O)c2oc3ccc(S(=O)(=O)N4CCOCC4)cc3c2C)cc1Cl	-6
CC(=O)c1cccc(Nc2nc(-c3ccccc3)nc3ccccc23)c1	-2
Cc1ccc(NC(=O)CSc2nc3ccc(NC(=O)c4ccccc4)cc3s2)cc1Cl	-23
O=C(O)CCSc1n[nH]c(=O)[nH]c1=O	-7
CN(C)c1ccc(CN(C(=O)COc2ccccc2)C2CCS(=O)(=O)C2)cc1 (centres undefined)	-1
CC(C)CCn1c(Cl)nc2c1c(=O)n(C)c(=O)n2C	-1
CCC(C)NC(=O)CN(c1cc(C(F)(F)F)ccc1Cl)S(C)(=O)=O (centres undefined)	-7
Cc1cc(C)cc(C(=O)N2CCN=C2c2ccccc2)c1	5
CCCCN(CC)C(=O)c1oc2ccc(S(=O)(=O)N3CCCC3)cc2c1C	-3
CCOC(=O)c1sc2nc(N3CCCCC3)c3c(c2c1N)CC(C)(C)OC3	-3
CC1=C(c2ccccc2)Oc2ccccc2C1c1ccccc1C (centres undefined)	10
CCOC(=O)c1ccccc1NC(=O)c1sc(N)c(C(=O)OCC)c1C	6
Cc1cc(S(=O)(=O)N(Cc2ccc(F)cc2)CC2CCCO2)ccc1-n1cnnn1 (centres undefined)	-6
O=C(OCC(=O)N1CCCC1)c1ccco1	-8
CCCN1C(=O)C2(c3ccccc31)N1CC3(C)CN2CC(C)(C1)C3=O (centres undefined)	0

Rewritten with bars between the fields: part of the list above
structure | 14-3-3g Raf
CCCCn1c(SCC(=O)NC2CCCCC2)nc2c(sc3ccccc32)c1=O | -13
CCCCSc1nc2c(cnn2-c2ccc(F)cc2)c(=O)[nH]1 | 3&-4
Cc1cccc(NC(=O)c2sc3[nH]c(=O)c(C(=O)O)cc3c2N)c1 | -14
CC(=O)Nc1cc(C(=O)NCc2ccc3c(c2)OCO3)ccc1Sc1ccc(C)cc1 | -6

Next structures.
SMILES	14-3-3g Raf
Cc1ccc(/C(O)=C2\C(=O)C(=O)N(CCN(C)C)C2c2ccncc2)cc1 (centres undefined)	-7
COc1ccc2c(c1)-c1nc(N=Cc3cccc([N+](=O)[O-])c3)sc1CC2	1
COC(=O)c1ccc(C2N=C(c3ccc(Cl)cc3)CC(c3cccc(OC)c3O)N2)cc1 (centres undefined)	-26
COc1cc(OC)c(C2C3=C(CCCC3=O)Nc3ncnn32)cc1OC (centres undefined)	-1
CCCCSC(=O)Nc1ccccc1	3
CCC(C)[C@H](NC(=O)NCc1cccs1)C(=O)O (some centres undefined)	-1
CCN(CC)C(=O)CSc1cc(=O)n(C)c2ccc(Cl)cc12	0
O=C(c1ccco1)N1CCN(S(=O)(=O)N2CCOCC2)CC1	0
CC(=O)N1CCC2(CC1)C(C#N)=C(N)Oc1c2sc2nc(C)cc(C)c12	2
COC(=O)CNC(=O)COC(=O)C(Cc1ccccc1)NC(=O)c1ccco1 (centres undefined)	-10
Cc1cccc(C)c1NC(=O)CSCC(=O)c1ccc(O)c(O)c1	4
COc1ccc(Cc2nc(-c3ccc(-n4cccc4)cc3)no2)cc1	1
O=C(N1CCN=C1SCc1cccnc1)C12CC3CC(CC(C3)C1)C2	0&-4
Cn1c(=O)n(C)c2cc(S(=O)(=O)NC3CCCC3)ccc21	-6
Cc1nc(=O)c(-c2ccccc2)c(C)n1CC1CCCO1 (centres undefined)	-4
OCCCNc1ncnc2c1c(-c1ccccc1)cn2-c1cccc(Cl)c1	-6
Cn1c2ccccc2n2nc(-c3ccco3)nc12	1
Cc1cc(=O)cc(C)n1-c1ccc(O)cc1	8
CS(=O)(=O)N1CCCC(C(=O)NCCCN2CCOCC2)C1 (centres undefined)	-4
CCOC(=O)C1=C(C(=O)OCC)SC(=C2C(=S)C(C)(C)N(C)c3ccc(C)cc32)S1	-1
O=C(CSc1ncnc2sc3c(c12)CCCC3)Nc1ccc2c(c1)OCCO2	-22
Cn1c(NC(=O)c2cccs2)cc(=O)n(C)c1=O	-9
O=C(Nc1ccccc1)OCCNC(=O)c1ccccc1	-1
Cc1cnc(NC(=O)COc2ccccc2)s1	2
CCOC(=O)c1c(NC(=O)COc2ccc(C(C)C)c(C)c2)sc2c1CCCC2	-3
CC1(C)CC(=O)C(C=NCCCN2CCOCC2)=C(O)C1	-1
